Rtt109 HAT inh: inhibitors of C. albicans Rtt109/Vps75 HAT, primary screen, biochemical, ThioGlo CoA-SH fluorescence, plate reader | purified Rtt109/Vps75, 4 h | inhibition, % at 34.9 µM | hit rate 0.16% among 330,000 | AID 540336, 2011;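 active = inhibition of at least 50% in every replicate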
Target sequence (Q5AAJ8 whole entry, looked up): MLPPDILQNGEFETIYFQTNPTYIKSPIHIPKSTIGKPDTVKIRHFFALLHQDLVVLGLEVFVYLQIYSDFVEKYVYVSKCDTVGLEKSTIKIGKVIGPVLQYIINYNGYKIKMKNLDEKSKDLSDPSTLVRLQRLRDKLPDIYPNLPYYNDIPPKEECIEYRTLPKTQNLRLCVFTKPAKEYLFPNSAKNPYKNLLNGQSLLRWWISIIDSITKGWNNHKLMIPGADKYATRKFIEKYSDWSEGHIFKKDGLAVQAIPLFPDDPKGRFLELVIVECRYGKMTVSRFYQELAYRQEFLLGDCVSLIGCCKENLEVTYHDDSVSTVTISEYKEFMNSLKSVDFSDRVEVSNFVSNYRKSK
dFosB act: activators of delta FosB homodimer, primary screen, biochemical, fluorescence polarization, TAMRA-CDK5 oligo, single point. Protein FosB (Mus musculus), P13346. purified delta FosB; percent of positive-control signal above neutral wells. activation, % at 25 µM. hit rate 0.99% among 340,000;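 active = mean activation above about 17%, with every replicate also reaching it, limit read from the data, passing the limit was not always enough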;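 also: fluorescence polarization rise as delta FosB binds a TAMRA Cdk5 AP-1 oligo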
Target sequence (P13346 whole entry, looked up): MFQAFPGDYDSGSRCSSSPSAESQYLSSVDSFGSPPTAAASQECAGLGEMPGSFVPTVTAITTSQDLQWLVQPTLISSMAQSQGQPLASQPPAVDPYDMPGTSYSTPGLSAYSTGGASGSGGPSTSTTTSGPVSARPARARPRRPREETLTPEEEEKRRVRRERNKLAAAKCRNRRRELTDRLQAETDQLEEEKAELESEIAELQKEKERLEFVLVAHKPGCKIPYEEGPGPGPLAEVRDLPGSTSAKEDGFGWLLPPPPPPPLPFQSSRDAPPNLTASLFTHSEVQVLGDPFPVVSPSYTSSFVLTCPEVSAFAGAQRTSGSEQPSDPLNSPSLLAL
PvdQ inh: P. aeruginosa PvdQ acylase inhibitors, primary screen, biochemical, fluorescence, plate reader and imaging, single point; purified PvdQ acylase; hit rate 0.063% among 340,000; inhibition, % at 10 µM; in the data active = inhibition above about 30%, passing the limit was not always enough;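 also: 0% = vehicle neutral wells and 100% = reference inhibitor wells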
Cardiac RTF inh: cardiac RTF calcium sensitivity inhibitors, primary screen, biochemical, IANBD-TnC fluorescence, EC70 calcium; Troponin I, cardiac muscle (Homo sapiens) + Troponin T, cardiac muscle (Homo sapiens) + …; IANBD-labeled cardiac RTF, Ca2+ fluorescence; inhibition, % at 7.15 µM; hit rate 0.12% among 340,000; AID 493244, 2011;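 active = inhibition above the mean inhibition of all tested compounds plus 3 SD, cut at about 17% in these data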;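 also: assay run at fixed EC70 calcium of 1.6 mM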
C-LANA FP: inhibitors of KSHV C-LANA binding to DNA, primary screen, biochemical, fluorescence polarization, FAM-LBS DNA, MBP-C-LANA, single point; inhibition, % at 9 µM; Kaposi's sarcoma herpesvirus LANA C-terminal domain (residues 932-1162) DNA binding; AID 504423, 2011; hit rate 0.078% among 340,000;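 active = highest replicate inhibition at or above 60% at 9 µM, even if other replicates fall short; inactive = all replicates below 60% inhibition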;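 also: 0% = neutral control wells and 100% = 4 µM acridine orange control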
cardiac RTF act: cardiac RTF calcium sensitivity activators, primary screen, biochemical, IANBD-TnC fluorescence, EC20 calcium. Troponin I, cardiac muscle (Homo sapiens) + Troponin T, cardiac muscle (Homo sapiens) + …. IANBD-labeled TnC RTF fluorescence at EC20 calcium; 0% EC20 calcium, 100% full calcium. activation, % at 7.2 µM. hit rate 0.24% among 340,000. AID 493008, 2010;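 active = activation above the mean over all tested compounds plus 3 SD, cut at about 30% in these data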;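 also: rise in fluorescence read as greater calcium sensitivity of cardiac thin filaments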
Mot1-301 SUMO: yeast Mot1-301 growth rescue at high temperature, primary screen, SUMOylation pathway inhibitor project, S. cerevisiae, ATP luminescence, 38.5C; S. cerevisiae Mot1-301 growth rescue; percent above DMSO median, 100 means doubled; growth rescue, % at 18.8 µM; hit rate 1% among 320,000; AID 2716, 2010;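 active = every valid replicate shows activation above 250% relative to neutral control wells; inactive = the rest, any valid replicate at or below 250%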;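 also: OY570 slx delta 5 strain wells were the positive control but not used for scaling; some compounds called inactive have numbers as strong as hits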
PfHsp90 yeast 2: growth inhibition of PfHsp90-expressing yeast, primary screen, antimalarial PfHsp90 inhibitor project, S. cerevisiae, BacTiter-Glo luminescence, single point, set 2; BacTiter-Glo ATP, 48 h; yeast lacking PDR1 and PDR3 efflux regulators; inhibition, % at 9.4 µM; hit rate 0.32% among 310,000;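 active = every replicate shows inhibition above about 80%, whatever the replicate mean, limit read from the data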;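 also: 0% = DMSO neutral controls and 100% = 20 µM radicicol positive controls; yeast relying on Plasmodium falciparum Hsp90 in place of its own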
CDK5 p35 inh: inhibitors of human CDK5/p35 kinase, primary screen, biochemical, single concentration | inhibition, % at 10 µM | Recombinant CDK5/p35, ADP-Glo luminescence, 60 min | Cyclin-dependent kinase 5 (Homo sapiens) + Cyclin-dependent kinase 5 activator 1 (Homo … | hit rate 0.01% among 330,000;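 active = highest replicate inhibition of at least 50% and at least 75% of replicates reaching 50%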;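 also: plate controls were DMSO neutral control for no effect and GW8510 at 10 µM for full effect; many of its hits are not listed in these tables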
Keap1-Nrf2 PPI: Keap1-Nrf2 protein-protein interaction inhibitors, primary screen, biochemical, fluorescence polarization, single point; hit rate 0.15% among 340,000; AID 504523, 2011; Keap1 Kelch-Nrf2 peptide fluorescence polarization, 1536-well; Kelch-like ECH-associated protein 1 (Homo sapiens), Q14145; inhibition, % at 9.4 µM; in the data active = inhibition above about 12%;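 also: human Keap1 Kelch domain with fluorescein labeled Nrf2 9mer peptide probe; 0% = neutral control wells and 100% = peptide positive control; higher means more block of Keap1 binding to Nrf2 peptide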
NSD2 inh: NSD2 histone methyltransferase inhibitors, primary screen, biochemical, AlphaScreen, single concentration, set 2; Histone-lysine N-methyltransferase NSD2 (Homo sapiens), O96028; NSD2 peptide methylation, 120 min; inhibition, % at 12.5 µM; hit rate 0.54% among 310,000; AID 743445, 2014; in the data active = inhibition above about 50%
* marks the source's active call; other numbers are inactive results; . = no result given.

mol	Rtt109 HAT inh	dFosB act	PvdQ inh	Cardiac RTF inh	C-LANA FP	cardiac RTF act	Mot1-301 SUMO	PfHsp90 yeast 2	CDK5 p35 inh	Keap1-Nrf2 PPI	NSD2 inh
CSc1ncc(Cl)c(C(=O)Nc2nnc(SC)s2)n1	5.2	11.4	-8.2	-4.2	1.6	-3.0	-19.2	2.7	0.8	1.5	-0.2
CC1CC(C#N)N(N(C)C)C1=C(C#N)C#N (stereo not given)	7.4	-2.7	-11.6	-17.8	0.7	0.8	38.1	-7.3	-0.4	1.1	-2.5
COc1ccc(C(=O)Nc2ccc(/C(C)=N/NC(=O)c3ccccc3O)cc2)cc1OC	3.9	4.8	2.3	-11.6	-0.3	-2.8	-2.1	-4.9	0.9	0.3	-1.3
Cc1ccc(S(=O)(=O)N2CCN(CC(O)c3ccccc3)CC2)cc1C (stereo not given)	-0.3	-8.6	-2.3	-8.4	-0.3	-7.0	378.9	5.4	1.7	5.8	-0.8
CC(=O)N1CCN(C(=O)c2cc(S(=O)(=O)N(C)c3ccc(F)cc3)ccc2Cl)CC1	-0.7	-2.4	-18.1	-22.8	-0.1	0.6	17.3	38.9	-1.6	-2.5	-1.3
Cc1ccc(-n2ncc3c2CC(C)(C)CC3NC(=O)CCn2cncn2)cc1 (stereo not given)	-3.3	-7.1	-1.8	-5.7	3.2	5.3	-12.5	0.7	0.7	2.3	-0.7
COc1ccc(-c2csc(NC(=O)CSC(C)C(=O)Nc3cc(C)on3)n2)cc1OC (stereo not given)	7.7	-6.8	4.3	-3.0	-1.9	-2.0	17.3	5.4	-0.1	0.1	5.3
CCN(CC)CCCNc1oc(-c2ccc(OC)c(OC)c2)nc1C#N	0.9	4.3	-4.1	-5.6	-2.4	0.5	-12.8	1.4	1.9	-1.2	23.3
Cc1c(-c2cccs2)[n+](=O)c2c(n1[O-])CCC2	3.9	1.8	-4.4	-9.6	0.0	-4.0	147.7	-27.4	-0.8	-1.5	0.5
Cc1ccccc1/C=N/NC(=O)Cn1nnc(N)n1	1.9	-1.8	-6.6	0.7	-1.0	-4.0	-11.9	5.5	0.7	2.9	-2.1
Cc1cc(N2CCN(c3ccccc3)CC2)nc2ccccc12	-3.9	-6.7	-4.6	-0.7	-2.1	-3.7	33.9	-9.3	0.3	3.4	0.9
O=[N+]([O-])c1ccccc1S(=O)(=O)NCCc1ccncc1	-4.3	-1.0	-11.4	-1.2	1.0	2.0	-12.7	-15.3	1.1	5.5	-0.8
N#CCC(=O)Nc1ccc(C(=O)OCC(=O)NNC(=O)c2cccs2)cc1	-3.9	-0.1	6.3	0.4	0.9	-0.1	-13.9	.	-0.2	-2.6	0.8
COc1ccc(C(=O)/C=C/c2ccc(OC)c(COc3ccc(F)cc3)c2)cc1	-4.6	-5.4	-4.9	-8.6	-0.6	3.8	0.6	.	1.7	-2.6	0.3
N/C(=N\OC(=O)Cc1ccc([N+](=O)[O-])cc1)c1ccccn1	-8.6	3.1	5.2	-4.2	-2.5	-2.0	.	-2.9	0.4	-2.0	-0.4
COc1ccc(C(=O)NCc2ccccc2C)cc1S(=O)(=O)NC1CCCC1	7.2	-6.7	-12.5	-4.1	-0.8	2.5	3.9	1.5	-2.4	-5.0	-2.0
Cc1ccc(CSc2nc3nc(C)cc(C)c3c(=O)[nH]2)cc1	1.1	-19.8	-2.9	-4.7	-0.7	0.8	175.0	2.7	0.1	0.3	7.9
CC(C)OC(=O)Cc1nc2sc(-c3ccccc3)cc2c(=O)[nH]1	-7.7	-3.7	-9.4	-3.6	0.0	2.1	-12.3	-6.3	-0.8	1.2	14.4
O=C(Nc1ccc(F)cc1)c1ccc2ncsc2c1	-15.0	-11.4	0.9	-2.5	1.4	-6.7	-1.5	14.8	1.3	0.5	0.0
O=C(NCc1ccccn1)c1cc2cc(Br)ccc2oc1=O	-2.5	3.7	-13.3	-11.7	1.8	-0.1	8.2	.	1.1	-2.4	29.5
COc1cccc(-c2nn(-c3ccc(C)cc3)cc2C(=O)N(C)CC(=O)Nc2cccc(F)c2)c1	-5.5	-7.9	-18.9	5.1	-0.8	1.0	0.0	-7.3	-1.2	-3.5	1.0
CCOc1ccc(NC(C)=O)cc1N	-3.4	3.6	-10.1	-7.3	0.9	-7.6	-7.0	-23.6	0.7	-0.8	.
CCN(CC)c1nc(Oc2ccc(=O)[nH]n2)nc(N2CCOCC2)n1	-1.4	-8.2	0.6	7.3	-0.6	3.8	-15.2	-2.7	0.8	3.1	-1.4
O=C(CSc1ccc(-c2ccccn2)nn1)NC1CCCC1	-4.4	4.0	-5.4	-19.5	1.2	-1.7	48.4	6.6	-0.5	1.4	-8.5
COc1cc(C2C(C#N)=C(N)Oc3c2c(-c2ccccc2)nn3-c2ccccc2)cc(OC)c1OC (stereo not given)	-1.8	-7.4	-7.6	-18.0	0.7	-1.2	30.4	13.5	0.2	-5.2	7.2
Cc1ccc(P(=O)(OCCN2CCOCC2)C(C)(C)C)o1 (stereo not given)	-20.7	-2.9	-14.6	-3.2	2.8	4.3	-13.2	-1.1	0.9	-4.7	-0.5
CC(C)C(c1nnnn1CCc1ccccc1)N1CCSCC1 (stereo not given)	0.8	-3.6	-4.7	-4.0	-1.8	-6.0	6.9	-9.7	-1.4	-0.2	-1.5
Cc1ccc(S(=O)(=O)N(CCC(=O)Nc2ccc(OC(F)(F)F)cc2)c2ccccc2)cc1	11.1	-13.8	-4.5	1.2	0.9	4.9	10.5	47.9	0.1	-3.2	-3.2
Cc1ccccc1/C=C\c1nc2ccccc2c(=O)[nH]1	-1.4	-6.7	-0.8	-7.6	-1.0	-2.0	-7.4	-9.7	0.2	2.3	-3.2
CCOC(=O)c1[nH]c2ccccc2c1NC(=O)COC	-6.4	3.0	-14.6	-4.8	0.0	-2.5	15.8	-23.9	1.8	1.3	.

(cont.)
mol	Rtt109 HAT inh	dFosB act	PvdQ inh	Cardiac RTF inh	C-LANA FP	cardiac RTF act	Mot1-301 SUMO	PfHsp90 yeast 2	CDK5 p35 inh	Keap1-Nrf2 PPI	NSD2 inh
COc1ccc(C)cc1NC(=O)CN1CCN(S(=O)(=O)c2ccc(Br)cc2)CC1	11.0	-2.6	-2.1	-4.0	-1.4	0.8	7.1	-3.7	-1.6	-0.7	.
O=C(CN1C(=O)S/C(=C\c2ccc(-c3cc(C(=O)O)ccc3Cl)o2)C1=O)Nc1ccc2c(c1)OCO2	-6.1	-14.6	-5.1	-1.6	4.9	-5.6	-1.2	.	0.1	5.2	.
NC(=O)NCc1ccccc1Cl	-6.6	-0.5	11.7	-2.4	0.7	-3.4	-10.1	-15.4	-1.0	1.2	1.0
Cc1ccccc1CCNC(=O)c1ccc(Cl)c(S(=O)(=O)N2CC(C)OC(C)C2)c1 (stereo not given)	0.5	-9.8	1.5	-5.5	-1.9	2.1	-1.6	-4.1	0.4	-10.0	1.0
O=C(CCc1nc(-c2ccccc2F)no1)NCCc1ccccc1Cl	7.4	-6.6	-19.9	-15.3	0.5	5.6	5.7	7.4	1.8	-2.1	3.5
CC(=O)NCCc1nc2cc(NC(=O)c3ccccc3C)ccc2n1C	0.9	3.8	-6.6	3.5	0.1	7.2	13.5	-4.8	0.3	1.2	-0.9
CCn1c(SCC(=O)Nc2ccc3c(c2)OCCO3)nnc1-c1cccs1	10.3	-6.6	-9.3	-2.4	0.9	1.4	-4.6	27.7	-0.6	-1.1	-1.1
COc1ccc(F)cc1CN1CCN(CC(=O)Nc2ccccc2C(=O)NC2CC2)CC1	-6.0	-17.5	-15.2	-13.5	1.0	-1.0	-9.4	-2.4	0.6	1.8	8.2
COc1ccc(-c2[nH]ncc2-c2nc(C)cs2)c(O)c1	6.9	-2.8	3.2	16.5	0.2	0.0	7.1	-26.1	0.1	1.7	.
O=C(NCc1ccc2c(c1)OCO2)c1cccc([N+](=O)[O-])c1	-2.0	3.9	-5.4	5.1	-0.4	-1.7	717.8	.	-0.5	4.2	0.7
Nc1cc(-c2ccccc2)nn1S(=O)(=O)c1ccc(F)cc1	19.0	-2.3	-14.4	3.0	0.7	-2.2	-20.2	-57.1	-0.8	-24.0	.
CN(CCc1ccccc1)C(=O)c1cccc(NC(=O)Cc2cccc(NC(=O)C3CCCN(C(=O)C4CC4)C3)c2)c1 (stereo not given)	2.8	-5.4	-26.4	-4.7	-0.3	3.5	.	-22.6	0.8	-1.5	.
CCOC(=O)C1(CCCc2ccccc2)CCN(C(=O)c2ccoc2)CC1	-17.4	-21.6	4.3	-16.6	-0.8	3.0	-15.0	5.4	-1.3	-1.1	4.6
O=C(NC(=S)Nc1ccccc1Cl)C1CC1	5.8	-0.7	6.8	-5.1	1.5	-5.6	33.4	.	-0.6	-0.4	-0.7
CCOC(=O)C1=C(c2ccccc2)NC(=O)NC1c1cc(Cl)c(O)c(OC)c1 (stereo not given)	-6.1	-2.8	-30.4	-9.6	4.4	14.2	-14.6	-1.0	-7.6	-5.3	3.2
CC(C)(C)N1CC23CCC(C[C@@H]2C1=O)O3 (stereo not given in full)	-4.1	-0.9	-6.5	0.2	1.2	8.3	11.6	0.3	-5.7	-6.6	.
O=C(Nc1ccc(Cl)cc1C(=O)Nc1ccccn1)c1ccco1	-3.0	-28.5	-9.4	-1.1	1.7	-5.2	-8.0	12.7	1.3	3.5	-2.5
O=C(CNC(=O)c1ccc(Br)o1)NC1CCCCCC1	-2.0	-6.1	-7.2	-7.5	0.1	1.9	12.6	.	-1.2	-2.9	-1.4
Cc1cccnc1NC(=O)C1CC(=O)N(c2ccc3c(c2)OCCO3)C1 (stereo not given)	-3.3	4.7	-7.2	-3.8	-0.5	8.0	-3.0	.	0.3	-1.6	-2.4
O=C(Nc1ccccc1N1CCCC1)C1CCN(S(=O)(=O)c2ccccc2C(F)(F)F)CC1	-0.4	-8.8	-18.1	-11.2	0.2	-0.7	-5.5	.	-4.1	2.4	-0.6

Assay outcomes as filed in PubChem.
